F508del corr: CFTR F508del correction in bronchial cells | CFBE cells, YFP halide quenching; stimulated with forskolin plus potentiator P3; % fluorescence drop versus neutral controls | activity (quench increase), % at 7.58 µM | 350,000 compounds, 0.36% hits;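 active means mean added fluorescence quench of at least 8% versus neutral control, with both replicates also reaching 8%; inconclusive means only one of the mean or replicate conditions met; inactive means mean below 8% and not both replicates reaching 8%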;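 further: cells transiently co-express mutant CFTR-F508del with the halide-sensitive YFP; corrector assay measuring rescue of mutant channel to the surface after 24 h compound exposure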
RAD54 branch: inhibitors of human RAD54 branch migration | Q92698 | RAD54 Holliday junction branch migration, FAM/BHQ fluorescence | inhibition, % at 10.4 µM | 360,000 compounds, 0.14% hits | AID 602329;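 active means mean normalized replicate activity at least 40 and at least half of replicates scoring 40 or more; inconclusive means only one of the two criteria met; inactive means mean below 40 and under half of replicates reaching 40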;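 further: 0% = median of neutral control wells and 100% = median of positive control wells; inhibitors cause a drop in the FAM fluorescence signal; in these data hits start at about 50%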
Target sequence (Q92698 whole entry, looked up): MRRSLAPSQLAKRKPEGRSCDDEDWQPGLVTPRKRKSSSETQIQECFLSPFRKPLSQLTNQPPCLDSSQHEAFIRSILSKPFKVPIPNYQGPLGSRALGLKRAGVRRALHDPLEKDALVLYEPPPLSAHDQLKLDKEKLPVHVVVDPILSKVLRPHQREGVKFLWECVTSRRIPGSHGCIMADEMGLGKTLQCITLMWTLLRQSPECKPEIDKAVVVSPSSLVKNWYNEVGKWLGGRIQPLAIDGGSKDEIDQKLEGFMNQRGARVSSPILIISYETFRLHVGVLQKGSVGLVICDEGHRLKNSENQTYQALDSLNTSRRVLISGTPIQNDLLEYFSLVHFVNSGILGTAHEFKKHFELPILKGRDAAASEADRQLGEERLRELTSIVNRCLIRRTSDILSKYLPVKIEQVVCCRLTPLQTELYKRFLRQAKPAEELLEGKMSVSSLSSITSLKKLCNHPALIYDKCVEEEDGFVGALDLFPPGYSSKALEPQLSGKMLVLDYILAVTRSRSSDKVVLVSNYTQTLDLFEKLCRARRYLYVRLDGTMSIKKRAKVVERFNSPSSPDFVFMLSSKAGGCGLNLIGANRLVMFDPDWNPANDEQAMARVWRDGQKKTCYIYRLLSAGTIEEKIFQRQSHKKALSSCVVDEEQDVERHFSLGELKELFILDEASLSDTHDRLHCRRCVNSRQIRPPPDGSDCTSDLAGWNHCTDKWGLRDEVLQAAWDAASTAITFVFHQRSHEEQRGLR
GSIS activator: primary screen for activators of insulin secretion dependent on glucose, INS-1E cells, GLuc reporter luminescence. INS-1E GLuc reporter insulin secretion, 2-3 h. 370,000 compounds, 0.61% hits. AID 743287. activation, % at 16.6 µM;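 active means lowest replicate activation of at least 40%, so every replicate reaches that level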;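 further: 0% = median of neutral control wells and 100% = median of IBMX positive control wells; some compounds called inactive have numbers as strong as hits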
DENV2 CPE: protects cells from dengue virus 2 cytopathic effect | DENV2-infected cells, cytopathic effect rescue, plate reader | CPE inhibition, % at 9.99 µM | 350,000 compounds, 1.7% hits | AID 651640; in the data active means CPE inhibition above about 20%, passing the limit was not always enough; inconclusive means no clear call, values can overlap the other calls; tested in BHK-21 cells;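 further: 0% = median of neutral control wells and 100% = median of positive control wells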
Casp6 inh: blocks human caspase-6 cleavage activity; P55212; purified caspase-6, Z-VEID-R110 cleavage fluorescence; inhibition, % at 12.5 µM; 350,000 compounds, 0.53% hits;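 active means mean inhibition across replicates at least about 35%, with every replicate also reaching that limit, limit read from the data; inconclusive means only one of the two criteria met; inactive means neither criterion met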;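 further: 0% = median of neutral control wells and 100% = no fluorescence left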
Target sequence (P55212 24-179 limits assumed): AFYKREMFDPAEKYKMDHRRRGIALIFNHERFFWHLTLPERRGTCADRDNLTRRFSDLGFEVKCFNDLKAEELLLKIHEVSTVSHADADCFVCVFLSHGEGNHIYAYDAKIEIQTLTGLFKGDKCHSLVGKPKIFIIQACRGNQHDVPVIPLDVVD
Target sequence (P55212 194-293 limits assumed): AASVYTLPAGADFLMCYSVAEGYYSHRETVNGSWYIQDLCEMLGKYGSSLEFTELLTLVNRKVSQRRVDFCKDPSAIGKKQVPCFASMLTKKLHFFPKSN
RAD52 inh: inhibitors of human RAD52 DNA annealing | recombinant RAD52 DNA annealing, FRET fluorescence | inhibition, % at 18.7 µM | 360,000 compounds, 0.46% hits | AID 651710;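 active means every replicate showing at least 50% inhibition; inconclusive means mean inhibition at least 50% but not in every replicate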
E-selectin induc: E-selectin induction on HUVECs; HUVEC E-selectin immunofluorescence imaging; normalized: neutral wells 0, TNF-alpha wells 100; activation, % at 7.58 µM; 260,000 compounds, 0.37% hits; AID 686992;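 active means mean E-selectin-positive cell signal at least 10% of the positive control, reached in at least 60% of replicates, without over 20% cell loss; inconclusive means no rule given, readout overlaps actives, possibly toxicity-flagged; inactive means the rest, including those meeting only one limit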;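 further: in these data hits start at about 27%; measured in HUVEC primary endothelial cells; signal is the percent of cells scored E-selectin positive by PE staining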
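Material: HUVEC primary endothelial cells; Amount: 3,000 cells per well; Dosing: single concentration; Medium: EGM-2 growth medium on 0.1% gelatin-coated wells; Read-out basis: percent E-selectin-positive cells; Signal: immunofluorescence imaging; Control set: TNF-alpha, DMSO.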
XiGFP reactiv: reactivates the inactive X chromosome in mouse fibroblasts. XiGFP mouse fibroblasts, % GFP-positive cells imaging, 3 d; cells co-treated with 5-aza-dC sensitizer; scaled so ellipticine positive control = 100%. activation, % at 7.58 µM. 360,000 compounds, 0.055% hits. AID 743238;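 active means mean normalized replicate activation at least 10% and every replicate at or above 10%; inconclusive means only one of the two criteria met; inactive means mean below 10% and not all replicates reach 10%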;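 further: 0% = median of on-plate neutral control wells and 100% = ellipticine 6 µM median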
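System: 68-5-11 XiGFP fibroblast line; Timing: 3 days compound exposure; Compound dosing: one concentration, pinned; Benchmarks: positive control ellipticine, 6 µM final; Buffer or medium: DMEM containing 5-aza-dC.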
Numbers without * were called inactive; ? = inconclusive; · = not tested or not shown; & = joins results of further samples.

SMILES	F508del corr	RAD54 branch	GSIS activator	DENV2 CPE	Casp6 inh	RAD52 inh	E-selectin induc	XiGFP reactiv
C/C(=N\Nc1ccccc1)c1cccc(N)c1	2.2	-1	11	13	-3	-10	0.3	0.0
O=C(NCCC1CCCCN1S(=O)(=O)c1ccccc1)C(=O)Nc1ccc(F)cc1F (stereo not given)	-3.4	0	-12	-9	7	-10	0.7	0.0
COc1cccc(NC(=O)N(C)C[C@H]2OCc3cn(nn3)CCCC(=O)N([C@H](C)CO)C[C@H]2C)c1	0.8	·	14	·	·	·	0.1	-0.1
CN(C)C(CNC(=O)c1ccc2c(=O)n(-c3ccccc3F)c(=S)[nH]c2c1)Cc1ccccc1 (stereo not given)	-4.0	·	-19	17	8	-5	0.9	0.2
O=C(CN1CCOCC1)N[C@H]1CC[C@@H](CCNS(=O)(=O)c2ccccc2F)O[C@H]1CO	0.7	-2	-9	2	0	0	0.4	0.6
COc1ccc(S(=O)(=O)Nc2nnc(C(C)(C)C)s2)cc1	1.8	2	-5	-3	2	-7	·	·
O=C(C(=O)N1CCC(Cc2ccccc2)CC1)c1ccccc1	-4.1&-4.2	·	-2&-26	?	-6&-2	-8&5	4.9&-4.9	0.1&0.1
C[C@H](CO)N1C[C@H](C)[C@H](CN(C)Cc2ccccc2)Oc2ncc(-c3cccc(C(F)(F)F)c3)cc2C1=O	3.5	-8	-12	0	0	-46	0.0	-0.5
COc1cc(OC)cc(C(=O)NCC(=O)OCc2ccc(Cl)c(Cl)c2)c1	0.1	7	-10	-1	1	-14	-0.1	0.0
Cc1nn(CCO)c2nc(-c3cccs3)cc(C(F)(F)F)c12	-4.5	·	11	0	4	-14	·	0.0
O=[N+]([O-])c1ccc(OCCCOc2cccc3cccnc23)cc1	-2.9	2	-1	3	0	-2	-0.1	0.5
COc1ccc(CNC(=O)CCc2nnc3ccc(N4CCC5(CC4)OCCO5)nn23)cc1	1.8	0	-5	7	-1	-23	-0.3	0.0
CC(=O)c1ccccc1NC(=O)C1CC(=O)N(c2ccc3c(c2)OCCO3)C1 (stereo not given)	0.8	3	·	-4	0	-12	2.0	0.4
C[C@H]1CN([C@@H](C)CO)C(=O)c2cc(/C=C/c3ccccc3)cnc2O[C@@H]1CN(C)C(=O)C1CCCCC1	-2.7	-6	-31	11	-2	-9	0.0	0.2
C[C@@H]1CN([C@@H](C)CO)C(=O)Cc2cc(NC(=O)Cn3cnnn3)ccc2O[C@H]1CN(C)S(C)(=O)=O	-1.7	1	3	3	·	·	-0.4	-0.1
C[C@@H](NC(=O)C[C@@H]1C=C[C@H](NC(=O)Nc2ccc3c(c2)OCO3)[C@H](CO)O1)c1ccccc1	-5.5	9	1	0	1	9	0.1	0.2
CC(C)(C)C(=O)c1c(N)[nH]c(C(=O)c2ccccc2)c1-c1ccc(F)cc1	-3.7	·	1	0	-3	-45	-0.1	0.0
Cc1cc(OCC(=O)N2CCN(c3ccccc3)CC2)c2c(C)cc(=O)oc2c1	2.4	5	5	4	-2	-5	-0.2	0.2
O=C(C[C@H]1CC[C@H](NC(=O)Nc2ccccc2F)[C@@H](CO)O1)NCc1ccc(Cl)cc1	-1.7	-2	9	-1	-1	6	-0.3	-0.1
CCOC(=O)C1=C(CC)Nc2ccccc2N/C1=N\S(=O)(=O)c1cccc(C(C)=O)c1	-1.1	-4	2	0	-2	-20	-0.3	0.1
CCOC(=O)C1(CC2CCCCO2)CCN(Cc2nccn2-c2ccc(OC)cc2)CC1 (stereo not given)	1.5	·	11	6	-5	-19	·	0.0
CO[C@H]1CN(C)C(=O)c2cc(NS(C)(=O)=O)ccc2OC[C@@H](C)N(Cc2cccnc2)C[C@H]1C	1.0	·	-7	·	·	·	-0.2	0.0
COCC(=O)N(C)C[C@H]1Oc2cc(-c3ccncc3)ccc2S(=O)(=O)N([C@H](C)CO)C[C@@H]1C	0.7	-1	15	2	0	3	-0.3	0.3
O=C(COc1ccccc1/C=C1/NC(=O)NC1=O)Nc1ccccc1	1.7	4	-3	-4	·	-14	0.3	0.2
CC(=O)N(Cc1ccccc1)c1nccs1	3.8	·	3	-8	16	-5	0.1	0.0
Nc1cc2c(cc1Cl)-c1ccc([N+](=O)[O-])cc1C2=NO	-1.9	-10	·	-9	-1	-23	-3.7	0.0
Nc1nc(SCC(=O)Nc2cc(Cl)ccc2Cl)n[nH]1	-1.8	·	-17	12	4	-43	0.1	0.2
CCOc1ccc(N=Cc2ccc([N+](=O)[O-])cc2)c(O)c1	-2.2	0	-7	-6	9	-10	0.0	0.0
C[C@@H]1CCCCO[C@H](CN(C)CC2CCCCC2)[C@H](C)CN([C@@H](C)CO)C(=O)c2cc(NC(=O)Nc3ccccc3)ccc2O1	-2.9	9	-5	9	2	-13	0.3	0.1
CO[C@H]1CN(C)C(=O)c2cc(NC(=O)Nc3ccccc3)ccc2OC[C@@H](C)N(C(=O)CN(C)C)C[C@H]1C	1.4	-1	-6	4	-1	-8	-0.3	-0.1
COc1cccc(CN2CCNC(=O)C2CC(=O)NCCn2cccn2)c1OC (stereo not given)	-3.0	·	3	-5	2	-23	·	0.2
CC(=O)CCc1ccc(Oc2nc(-c3cccnc3)nc3ccccc23)cc1	-1.9	·	-1	1	0	-26	2.0	-0.1
COc1ccccc1C(O)(C(=O)NNc1cccc(C)c1)c1ccccc1OC	-0.4	·	6	1	1	-7	·	0.0
CCn1c(C)nnc1SCC(=O)Nc1ccc(OC)cc1	1.9	-5	·	-2	-2	-21	-0.1	0.1
Cc1cccc(N(C(=O)c2csnn2)C(C(=O)NCc2ccccc2)c2cccs2)c1 (stereo not given)	-1.9	-14	-3	-3	·	-21	·	0.1
COc1cccc(S(=O)(=O)Nc2ccc3c(c2)[C@@H]2C[C@H](CC(=O)N4CCCCC4)O[C@@H](CO)[C@@H]2O3)c1	-1.2	-8	3	-1	1	9	-0.3	0.1
COc1ccc(C(=O)Nc2ccc(C(=O)c3ccccc3)cc2)cc1	0.7	-8	1	0	-3	1	-0.1	-0.1
Cc1ccccc1-c1ccc([C@H]2[C@@H](CO)N3C(=O)CN(C(=O)Cc4ccccn4)C[C@@H]23)cc1	-1.4	·	1	-4	-3	-13	-0.2	0.2
CC(O)(c1ccc(F)c(F)c1)c1nc(-c2cccc(C(F)(F)F)c2)cs1 (stereo not given)	0.2	5	-17	5	2	6	0.1	0.1
O=C(c1cc(Br)c(Br)s1)N1CCOCC1	-2.4	2	16	0	-204	8	-0.2	0.0
Cc1ccc(NC(=O)C2CCCCC2C(=O)O)cc1Cl (stereo not given)	1.3	·	-6	4	1	-21	·	0.0
COCCCNC(=O)c1ccc(Cn2c(=O)[nH]c3ccccc3c2=O)cc1	-1.3	-11	0	5	1	-11	0.0	0.2
Cc1cc(OCC(=O)Nc2nnc(C3CC3)s2)ccc1C(C)C	-2.6	-7	11	0	-2	-14	·	-0.2
CC1=C(C(=O)N(C)C)CC(CC(=O)NCc2cccc3ccccc23)C(=O)N1CCC1=CCCCC1 (stereo not given)	-1.3	0	-25	-4	1	-9	·	0.0
Cc1cccc(NC(=O)Cn2nnc3sc4c(c3c2=O)CC(C)(C)OC4)c1	-2.4	10	-29	4	2	-12	1.7	-0.1
Cc1ccccc1S(=O)(=O)N1CC[C@@H]2[C@H]1c1cc(-c3ccc(F)cc3)ccc1N[C@@H]2CO	2.2	-16	3	-21	·	·	0.1	0.1
Cc1ccc(S(=O)(=O)N2[C@@H](c3cccc(Cl)c3)C(C(=O)O)=CC[C@H]2c2ccc(C(C)C)cc2)cc1	-1.3	3	5	4	26	-4	-0.4	-0.4
COc1ccc(C(=O)CSc2nc3ccccc3n2CC(=O)NC(C)(C)C)cc1	·	-2	7	·	-2	-23	·	·
NCCCC[C@H]1CNC(=O)C(=O)N1CCC12CC3CC(CC(C3)C1)C2	-0.1	-6	9	?	-7	-40	0.5	0.2
C/C(=N\NC(=O)c1ccc2ccccc2c1)c1cccs1	-0.8	0	11	?	0	-12	-0.1	0.2
COC(=O)C[C@@H]1C[C@H]2c3cc(NC(=O)Nc4ccc(F)cc4)ccc3O[C@H]2[C@@H](CO)O1	-2.5	-8	0	-12	·	·	-0.3	-0.1
CNC(=S)NNC(=O)c1ccc(=O)n(Cc2ccc(Cl)cc2Cl)c1	0.7	2	4	0	1	0	·	0.0
O=C(CCNS(=O)(=O)c1ccc2nsnc2c1)N1CCN(c2ccncc2)CC1	-1.1	-3	7	·	-16	5	0.1	0.2
CCn1cc(CNC(=O)C2CCC(=O)N(Cc3ccc(Cl)cc3)C2)cn1 (stereo not given)	2.4	2	9	-11	-5	-16	·	0.0
CC(C)NC(=O)C1c2ccccc2Oc2ccccc21	1.6	1	1	0	-1	-7	·	0.0
O=S1(=O)CC(N2CCCCC2)CN1Cc1cn(Cc2ccc(F)cc2)nn1 (stereo not given)	0.4	·	12	-3	3	-6	0.7	0.1
COCC(=O)Nc1ccc2c(c1)OC[C@H](C)N(Cc1cncnc1)C[C@@H](C)[C@@H](OC)CN(C)C2=O	0.0	·	2	·	·	·	0.0	0.3
CCN(c1ccccc1)S(=O)(=O)c1ccc(Cl)c(NC(=O)CNCc2ccccc2OC)c1	1.1	-2	-37	0	-1	-8	-0.2	0.3
COc1ccccc1CNc1ccc2c(c1)OC[C@H](CC(C)C)NS2(=O)=O	-2.3	·	19	2	-3	-8	3.4	9.8
Fc1ccc(NC(=S)Nc2cccnc2)c(Cl)c1	1.4	·	0	·	8	-21	-3.4	0.0

Some of these compounds in order of count of non-hydrogen atoms, ascending.
SMILES	F508del corr	RAD54 branch	GSIS activator	DENV2 CPE	Casp6 inh	RAD52 inh	E-selectin induc	XiGFP reactiv
Cc1cccc(NC(=O)Cn2nnc3sc4c(c3c2=O)CC(C)(C)OC4)c1	-2.4	10	-29	4	2	-12	1.7	-0.1
COc1ccc(C(=O)CSc2nc3ccccc3n2CC(=O)NC(C)(C)C)cc1	·	-2	7	·	-2	-23	·	·
CC1=C(C(=O)N(C)C)CC(CC(=O)NCc2cccc3ccccc23)C(=O)N1CCC1=CCCCC1 (stereo not given)	-1.3	0	-25	-4	1	-9	·	0.0

(next part)
SMILES	F508del corr	RAD54 branch	GSIS activator	DENV2 CPE	Casp6 inh	RAD52 inh	E-selectin induc	XiGFP reactiv
CN(C)C(=S)c1ccccc1	-0.2	-8	0	-3	0	-18	0.3	0.0
C[C@@H]1CN([C@@H](C)CO)S(=O)(=O)c2ccc(C3=CCCCC3)cc2O[C@H]1CN(C)CC1CC1	-1.9	·	10	·	·	·	0.6	-0.8
CC[C@]12c3[nH]c4ccc(Cl)cc4c3CCN1C(=O)[C@@H](CC(=O)NC/C=C(\C)CCC=C(C)C)C[C@@H]2C(=O)N1CCN(C(=O)c2ccco2)CC1	4.0	-4	-11	8	2	-7	-6.3	-0.1
COc1ccc(NC(=O)N(C)C[C@@H]2OCCCC[C@@H](C)Oc3ccc(NC(=O)Nc4ccc(C(F)(F)F)cc4)cc3C(=O)N([C@@H](C)CO)C[C@@H]2C)cc1	3.5	·	17	-7	0	-11	0.2	0.4
COc1ccc(NC(=O)Nc2cccc3c2O[C@@H](CN(C)Cc2ccc(C(F)(F)F)cc2)[C@H](C)CN([C@H](C)CO)C3=O)cc1	1.1	5	-13	1	1	-9	-0.5	-0.4

Screens from PubChem BioAssay.
